From PubChem
M. tuberculosis GlmU: inhibition of mycobacterial GlmU enzyme – biochemical, glucosamine-1-phosphate acetyltransferase (AID 1376). Bifunctional protein GlmU (Mycobacterium tuberculosis (strain ATCC 25618 / H37Rv)). M. tuberculosis GlmU acetyltransferase enzyme assay; higher % means a stronger effect. one-dose inhibition, %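 (tested at 30 µM in the primary screen)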; IC50 in µM for titrated hits. 0.25% of 220,000 active; in the data active = inhibition above about 13%;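 note: 0% = complete reaction with vehicle and 100% = reaction without substrate; strong numbers were not always called active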
RmlCD inh 1536: M. tuberculosis RmlC/RmlD coupled enzyme inhibitors, primary screen, biochemical, compound mixtures, 384-well, from 1536-well plates. AID 1533, 2009. RmlC+RmlD coupled enzyme assay, percent inhibition; primary screen in compound mixtures. 0.03% of 160,000 active. inhibition, % at 3.6 µM. dTDP-4-dehydrorhamnose reductase (Mycobacterium tuberculosis (strain ATCC 25618 / H37Rv)) …; in the data active = inhibition mostly above about 34%, no sharp cut-off; note: some results filed as inactive read as strong as hits
Target sequence (P9WH09 whole entry, looked up): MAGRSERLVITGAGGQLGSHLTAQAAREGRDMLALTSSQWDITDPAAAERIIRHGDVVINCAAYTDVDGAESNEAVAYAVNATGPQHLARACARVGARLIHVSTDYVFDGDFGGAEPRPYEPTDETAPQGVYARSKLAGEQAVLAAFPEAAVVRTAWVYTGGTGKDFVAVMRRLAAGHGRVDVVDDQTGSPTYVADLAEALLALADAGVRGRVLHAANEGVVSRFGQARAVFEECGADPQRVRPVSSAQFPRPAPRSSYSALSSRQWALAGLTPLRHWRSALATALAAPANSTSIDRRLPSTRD
Target sequence (P9WH11 whole entry, looked up): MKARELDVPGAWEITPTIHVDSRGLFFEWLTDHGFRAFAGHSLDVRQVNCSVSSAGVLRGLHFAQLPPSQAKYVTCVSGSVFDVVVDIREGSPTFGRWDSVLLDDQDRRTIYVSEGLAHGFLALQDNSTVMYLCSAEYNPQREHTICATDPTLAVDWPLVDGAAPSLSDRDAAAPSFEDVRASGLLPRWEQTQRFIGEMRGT
The depositor's hits bear a star; / = not tested or not shown. This is a subset; count on the stated rates, not on these rows.

Sample of the layout:
Results follow in this order: M. tuberculosis GlmU, RmlCD inh 1536
> COCC(=O)Nc1nnc(SCC(=O)NCc2cccs2)s1
    3.1%, 12
> CCOc1ccc(S(=O)(=O)N(C)c2ccc(OCC(=O)Nc3nc(-c4cc(OC)ccc4OC)cs3)cc2)cc1
    -4.1%, 22

This part in full, previewed entries included:
Results follow in this order: M. tuberculosis GlmU, RmlCD inh 1536
> COCC(=O)Nc1nnc(SCC(=O)NCc2cccs2)s1
    3.1%, 12
> CCOc1ccc(S(=O)(=O)N(C)c2ccc(OCC(=O)Nc3nc(-c4cc(OC)ccc4OC)cs3)cc2)cc1
    -4.1%, 22
> CCOC(=O)CSc1n[nH]c(NC(=O)NC(C)C)n1
    -0.6%, /
> Cc1c(NC(=S)N2CCN(c3cccc(Cl)c3)CC2)c(=O)n(-c2ccccc2)n1C
    4.1%, 7
> COc1ccc(S(=O)(=O)N2CCCCCC2)cc1C(=O)OCC(=O)NCC(C)C
    -0.1%, /
> COc1cc2c(cc1OC)-c1c(OC)c(OC)cc3c1[C@H](C2)[N+](C)(C)CC3
    1.7%, /
> O=C(CCN1C(=O)c2ccccc2C1=O)N1CCN(Cc2ccc(Cl)cc2Cl)CC1
    -0.6%, 11
> COc1cccc(C2(O)CC(C(F)(F)F)=NN2C(=O)c2ccccn2)c1 (stereo not drawn)
    0.5%, 8
> CNC(=S)NNC(=O)Cc1ccc(O)cc1
    -0.5%, -6
> COc1ccc(Nc2nc(C(=O)N(CCO)Cc3ccccc3)cs2)cc1
    2.1%, 5
> O=C(CN1C(=O)COc2ccccc21)NCCN1CCc2ccccc2C1
    5.7%, 10
> CC1=C2C(=O)OC(c3ccoc3)C2(C)CCC1 (stereo not drawn)
    -0.3%, /
> O=C(NCCCn1ccnc1)c1cn(-c2ccccc2)nc1-c1ccc(F)cc1
    -5.2%, -3
> O=C(C1CCN(CC2CC=CCC2)CC1)N(CCc1ccccc1)Cc1ccccc1 (stereo not drawn)
    0.6%, -11
> O=C(NCCc1ccc(Cl)cc1)C1CCN(C(=O)c2sccc2-n2cccc2)CC1
    1.1%, -1
> COc1ccc(NC(=O)c2cn(CCC#N)nc2-c2ccc([N+](=O)[O-])cc2)cc1
    -0.2%, 5
> COc1ccc(S(=O)(=O)N2CCCOC2CNC(=O)C(=O)NCCCn2ccnc2)cc1 (stereo not drawn)
    3.0%, /
> CC(C)(C)Nc1scc(-c2ccccc2)[n+]1-c1ccccc1
    -4.5%, 9
> CN(C)CCCNC(=O)c1cc(C(=O)Cc2ccccc2)c[nH]1
    0.9%, 1
> C/C(=C(/NC(=O)c1ccccc1)C(=O)O)c1ccco1
    -0.4%, /
> O=C(Cn1nc(Cc2cccnc2)c2ccccc2c1=O)Nc1ccc2c(c1)OCO2
    4.5%, -4
> Cc1cc(C)n(CC(=O)NN)n1
    -1.5%, /
> COCCNC(=O)C1CC(=O)N(c2ccc(OC)cc2)C1c1ccc(OC)cc1 (stereo not drawn)
    7.8%, 0
> CN1/C(=C\C(=S)Nc2ccccc2)C(C)(C)c2ccccc21
    -1.8%, 12
> COc1cc(OC)c(S(=O)(=O)NCc2cccnc2)cc1NC(C)=O
    -2.7%, -1
> CCOC(=O)c1cc2c(ccn2C)n1CC(=O)Nc1ccc(F)cc1
    0.3%, 7
> CCNC(=S)NNC(=O)c1cc(-c2ccc(OC)cc2)nc2ccccc12
    11%, 6
> CCCCCc1nc(-c2nonc2N)no1
    2.5%, /
> O=c1c2c(-c3cccs3)csc2ncn1-c1ccccc1
    -3.9%, /
> Cc1ccn(-c2ccc([N+](=O)[O-])cc2)n1
    0.4%, /

The closing six entries of the section before come first, to join the parts:
Results follow in this order: M. tuberculosis GlmU, RmlCD inh 1536
> COc1cc(OC)c(S(=O)(=O)NCc2cccnc2)cc1NC(C)=O
    -2.7%, -1
> CCOC(=O)c1cc2c(ccn2C)n1CC(=O)Nc1ccc(F)cc1
    0.3%, 7
> CCNC(=S)NNC(=O)c1cc(-c2ccc(OC)cc2)nc2ccccc12
    11%, 6
> CCCCCc1nc(-c2nonc2N)no1
    2.5%, /
> O=c1c2c(-c3cccs3)csc2ncn1-c1ccccc1
    -3.9%, /
> Cc1ccn(-c2ccc([N+](=O)[O-])cc2)n1
    0.4%, /
> CC1(c2ccccc2)NC(=O)N(CC(=O)N2CCOCC2)C1=O (stereo not drawn)
    7.7%, /
> CCc1nc2cc(CC(=O)O)ccc2o1
    2.2%, /
> CC12CN(C(=O)c3ccco3)CC(c3ccccc3)(CN(C(=O)c3ccco3)C1)C2=O
    -0.8%, -6
> C=CCN1C=C2C(=O)C(C)(OC(=O)C3CCCC3)C(=O)C(c3ccccc3)=C2C=C1CCCC(=O)OC (stereo not drawn)
    -5.3%, /
> CNCCc1ccc(OC)c(OC)c1
    -1.9%, /
> Cc1noc(COc2ccccc2OCC(N)=O)c1Cl
    -2.8%, /
> CCOC(=O)c1c(C)nc(C)c2c(=O)oc3ccccc3c12
    -1.2%, 4
> CCn1c(CCNC(=O)c2cccs2)nnc1SCC(=O)Nc1nc(-c2ccccc2)cs1
    1.9%, /
> COc1ccc(N2CCN(C(=O)c3ccc4ccccc4n3)CC2)cc1
    -1.1%, /
> COc1ccc(-n2c(C)cc(/C=C(\C#N)C(=O)NCc3ccco3)c2C)cc1
    1.5%, /
> CNC(=O)COC(=O)c1cc(-c2ccc(OC)cc2)nc2ccccc12
    -5.6%, 0
> CC(C)Oc1ccc(C(=O)NCC(=O)OCC(=O)N(C)Cc2cccs2)cc1
    2.8%, 4
> COc1cc(C#N)c(N=C(SCC#N)N2CCOCC2)cc1OC
    -5.0%, -5
> COCCn1c(C)cc(C(=O)COC(=O)c2ccc3ncsc3c2)c1C
    6.8%, /
> CCOc1ccc(-c2ccc(SC)nn2)cc1
    -1.0%, /
> CCC(C)Nc1nc(OC(C(F)(F)F)C(F)(F)F)nc(OC(C(F)(F)F)C(F)(F)F)n1 (stereo not drawn)
    1.4%, /
> COc1cc(NC(=O)C(=O)Nc2ccc3nc4n(c(=O)c3c2)CCCCC4)cc(OC)c1OC
    -2.2%, 11
> CC(=O)Oc1ccc2oc(-c3ccccc3)c(C(N)=O)c2c1
    1.5%, 6
> CC(Oc1ccc(C(=O)c2ccccc2)cc1)C(=O)Nc1ccc(S(N)(=O)=O)cc1 (stereo not drawn)
    -5.3%, 6
> O=C(OCCN(C1=NS(=O)(=O)c2ccccc21)c1ccc(Cl)cc1)c1ccco1
    3.8%, /
> COCCCn1c(-c2ccccc2Cl)n[nH]c1=S
    0.1%, /
> CCCCCn1c(CN2CCN(Cc3ccccc3)CC2)nc2c1c(=O)[nH]c(=O)n2C
    -1.0%, 5
> CCN(CC)c1ccc(/C=N/NC(=O)c2ccc([N+](=O)[O-])cc2)cc1
    2.2%, 4
> Cc1ccccc1NC(=O)OCc1cccnc1Oc1ccc(Cl)cc1
    -2.4%, 9
> O=C(c1cnc2n(c1=O)CCS2)N1CCN(c2ccc(Cl)c(Cl)c2)CC1
    -8.1%, 3
> Cc1nn(Cc2ccccc2Cl)c(Cl)c1C(=O)O
    -5.9%, -15
> COc1ccc(OC)c(C2CC(=O)N3CN(c4ccc(C)c(Cl)c4)CSC3=C2C#N)c1 (stereo not drawn)
    4.0%, 8
> Cc1ccccc1OCC(=O)N/N=C/c1ccccn1
    0.1%, /
> NS(=O)(=O)c1ccc(CNC(=O)c2ccc(S(=O)(=O)C(F)F)cc2)cc1
    0.1%, /
> O=C(NC(Nc1ccc(F)cc1)(C(F)(F)F)C(F)(F)F)c1cccnc1
    -3.9%, -5
> Cc1cc(C)c(C#N)c(SCc2cn3c(C)cccc3n2)n1
    3.6%, 9
> Cc1cc(C)nc(NS(=O)(=O)c2ccc(N=Cc3c(O)n(C)c(=O)n(C)c3=O)cc2)n1
    -2.1%, -11
> CCC(=O)Nc1ccc(C(=O)Nc2cc(C)on2)cc1
    2.6%, /
> CCCn1c(N)nc2ccccc21
    1.0%, /
> CC(=O)c1cccc(NC(=O)c2ccc(NS(=O)(=O)c3c(C)noc3C)cc2)c1
    2.7%, 14
> COC(=O)c1coc(-c2ccc(C)cc2)c1C(=O)OC
    -6.0%, -8
> Cc1c(CCC(C)C)c(-n2ccnc2C)n2c(nc3ccccc32)c1C#N
    2.0%, 5
> COc1ccc([N+](=O)[O-])cc1N(CC(=O)NC(C(C)C)C(C)C)S(C)(=O)=O
    0.1%, /
> c1ccc(C(OCCN2CCNCC2)c2ccccc2)cc1
    0.4%, /
> Cc1ccccc1NC(=S)NNc1ncc(C(F)(F)F)cc1Cl
    6.8%, 7
> NC(=O)C1(c2ccccc2)CCCN1C(=O)c1ccccc1Br (stereo not drawn)
    -6.6%, 18
> COc1ccc(NS(=O)(=O)c2cc(-c3nnnn3C)ccc2OC)cc1
    -0.7%, /
> O=C(c1ccncc1)N(Cc1ccco1)Cc1cc2ccccc2[nH]c1=O
    -2.7%, -11
> Cn1ccnc1Sc1ccccc1[N+](=O)[O-]
    -6.7%, 19
> C/C=C\C(=O)Nc1cccc(C2=NOC3(C2)C[C@@H](C(N)=O)N(C(=O)c2ccc(OC)cc2)C3)c1 (stereo partly drawn)
    1.5%, /
> Cc1cccc(NC(=S)NC2CC3CCCC(C2)N3Cc2ccco2)c1 (stereo not drawn)
    1.5%, 5
> CN1CCSc2ccc(C(=O)Nc3ccc(Cl)cc3)cc21
    0.7%, 53
> COc1cc(/C=C2/SC(=S)N(CC(=O)O)C2=O)ccc1OC(=O)c1cccs1
    6.3%, 20
> Cc1ccc(NC(=O)Cn2cccc2)cc1C
    2.1%, /
> O=C(Nc1cccc2ccccc12)N1CC=CCC1
    -2.1%, /
> CCOC(=O)c1c(NC(=O)COC(=O)C2CC2C)sc(C)c1C (stereo not drawn)
    7.2%, 4
> Clc1ccc(Cn2c(/C=C/c3ccco3)nc3ccccc32)cc1
    -4.1%, 9
> O=C(CSc1nnc2ccccn12)NC(=O)NC1CCCCC1
    4.0%, /
> Cc1nc(CCNC(=O)c2cc(COc3ccc(F)cc3Cl)on2)sc1C
    -5.2%, 4
> Cc1cc(-c2nc(-c3ccc(C(C)(C)C)cc3)no2)no1
    1.3%, 3
> C(=N\Nc1nc2ccccc2[nH]1)/c1ccc2ncccc2c1
    -1.9%, -3
> CC(C)(C)n1ncc2c(=O)n(CC(=O)NCc3ccccc3)cnc21
    0.9%, /
> C=CCn1c2ccccc2c2nnc(SCCCn3c(=O)[nH]c4ccccc43)nc21
    4.1%, 9
> O=C(Nc1ccc2c(c1)OCO2)c1cc(-c2ccncc2)nc2ccccc12
    2.7%, -1
> CS(=O)(=O)N1N=C(c2cccs2)CC1c1ccccc1O (stereo not drawn)
    4.0%, 2

Two records picked at random from those above:
Results follow in this order: M. tuberculosis GlmU, RmlCD inh 1536
> Cc1nn(Cc2ccccc2Cl)c(Cl)c1C(=O)O
    -5.9%, -15
> COc1ccc([N+](=O)[O-])cc1N(CC(=O)NC(C(C)C)C(C)C)S(C)(=O)=O
    0.1%, /

The results go on:
Results follow in this order: M. tuberculosis GlmU, RmlCD inh 1536
> CC(=O)OC1CC2(C)C(=O)CCC2C2CCc3cc(O)ccc3C12 (stereo not drawn)
    -1.8%, 5
> CCCCOc1ccc(C(=O)NCc2ccccn2)cc1
    2.1%, -1
> Cc1cc(C)c(C#N)c(SCCS(=O)(=O)c2ccc(Cl)cc2)n1
    0.2%, -3
> Cc1ccc(NCN2C(=O)C3C4CCC(C4)C3C2=O)cc1 (stereo not drawn)
    0.8%, 10
> CCOC(=O)C1=C(C)Nc2sc(C(=O)c3ccc(C)cc3)c(N)c2C1c1ccc(C(=O)OC)cc1 (stereo not drawn)
    -2.6%, 2
> Cc1cccnc1NC(=O)c1ccccc1-c1ccccc1C(=O)Nc1ncccc1C
    1.4%, /
> O=C(NC(=S)N1CCc2ccccc21)C1CCC1
    -4.0%, -5
> Cc1cc(NS(=O)(=O)c2ccc(NC(=O)C(C(C)C)N3C(=O)c4ccccc4C3=O)cc2)nc(C)n1 (stereo not drawn)
    -4.0%, -9
> CC1(C)CC(NCc2ccncc2)CC(C)(C)N1
    0.3%, -16
> CCN(CCCNC(=O)CN(C)S(=O)(=O)c1cccc2nsnc12)c1cccc(C)c1
    1.8%, 13
> O=C(c1ccco1)N1CCN(c2nc(C3CC3)nc3c2nnn3Cc2ccccc2Cl)CC1
    -0.7%, /
> CCNc1ccc(C(=O)OCC)cc1NC(=O)c1cc(S(=O)(=O)N2CCOCC2)ccc1C
    -0.2%, 6
> COc1ccc(C(=O)N=c2sc3ccccc3n2C)cc1OC
    2.7%, -8
> COc1ccc(NC(C)=O)cc1NC(C)C(=O)Nc1cc(C(F)(F)F)ccc1N1CCOCC1 (stereo not drawn)
    5.0%, -8
> COc1nc(N2CCOCC2)nc(C)c1[N+](=O)[O-]
    -4.2%, -5
> Cc1noc(C)c1S(=O)(=O)N1CCC(C(=O)c2ccccc2)CC1
    1.4%, -14
> COCCNC(=O)C(=O)N/N=C(\C)CC(=O)Nc1cccc(C(F)(F)F)c1
    4.2%, -7
> OCCN=C(c1ccccc1)C12CN3CN(CN(C3)C1)C2
    2.2%, 1
> COc1ccccc1-n1c(C)nc2cc(C(=O)O)ccc21
    2.6%, 2
> CC1CCN(c2nnc(-c3cccs3)c3ccccc23)CC1
    -0.1%, 4
> N#C/C(=C\c1cn(CCOc2ccccc2)c2ccccc12)C(=O)NCC1CCCO1 (stereo not drawn)
    5.3%, 8
